BRCA1 expr up = activators of BRCA1 expression; MCF7-BRCA1-FFLuc reporter, luminescence, 48 h; response scale: scaled: vehicle 0%, 10 µM genistein 100%; Potency, µM (titrated, usually from 46.1 µM), for the others: at the highest dose activation, hits mostly activators; actives 1.1% (n = 380,000); active means well fitted activation curve with a large enough effect; inconclusive means small, poorly fitted or top-dose-only effect; inactive means no such curve, though single readings can be large or run the other way; further: nearly all actives have a fitted effect of over 80% in size; some results filed as inactive show a strong effect at the top dose
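Using MCF7 cells harboring a BRCA1 firefly luciferase reporter, plated 2 h before compound pinning, the screen measured luminescence after 48 h incubation. Responses were normalized to DMSO and 10 microM genistein, then fitted for concentration-effect.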
uPA generation = blocks generation of uPA at the cell surface. cell surface uPA generation assay, qHTS. Potency, µM (doses to about 38.3 µM), for the others: at the highest dose activity change, negative = inhibition, hits mostly inhibitors. actives 0.31% (n = 330,000). AID 540303; active means well fitted inhibition curve with a large enough effect; inconclusive means small, poorly fitted or top-dose-only effect; inactive means no such curve, though single readings can be large or run the other way; tested in mouse RAW 264.7 cells; further: on the % scale 0 is the no-effect control and ±100 the full control effect; nearly all actives have a fitted effect of over 55% in size
Starred values were filed as active, the others as inactive; ? = inconclusive; & = joins results of further samples; [ ] = dose if it differs, or a comment. Potency means the concentration at half of the fitted maximal effect. These rows are one share of the data; count on the stated rates, not on these rows.

SMILES | BRCA1 expr up | uPA generation
CCN(C(=O)COC(=O)CCS(=O)(=O)c1ccccc1)c1c(N)n(Cc2ccccc2)c(=O)[nH]c1=O | -5.6% | 2.0%
Cc1cc2c(NCC(C)O)ncnc2s1 (configuration not stated) | -0.4% | 7.3%
O=C(Nc1cc(Cl)ccc1Cl)P(=O)(O)c1ccccc1 | -23.9% | -0.8%
COc1ccc(C(C(=O)NC2CCCCC2)N(C(=O)c2ccco2)c2ccc(-n3cnnn3)c(C)c2)cc1 (configuration not stated) | -35.5% | 3.3%
CN(C(=O)c1cccc(NC(=O)Cc2ccc(NC(=O)C3CCCN(C(=O)C4CCCC4)C3)cc2)c1)C1CCC1 (configuration not stated) | -3.7% | -8.8%
CC(=O)Nc1ccc(S(=O)(=O)NCCC(=O)OCC(=O)NC(C)c2ccc(Cl)cc2)cc1 (configuration not stated) | 5.0% | 9.9%
COc1ccc([C@H]2/C=C\CN(C(=O)CC(C)(C)C)[C@@H](C)C(=O)N2Cc2ccc(F)cc2)cc1 | -24.0% | 0.0%
COc1cccc2c1SCc1ccccc1C2CC(N)=O (configuration not stated) | -19.2% | -4.3%
O=C(O)c1ccccc1C(=O)c1cccc2c(Br)cccc12 | -9.0% | -3.1%
COC(C[C@@H](O)C[C@@H](O)[C@H](C)OCc1ccccc1)OC | -2.5% | 9.2%
C/C(=N\N(c1ccccc1)c1ccccc1)c1ccc(N)cc1 | -11.1% | 20.8%
COc1ccc(NS(=O)(=O)c2cc(C(=O)N(C)CCc3ccccn3)ccc2Cl)cc1 | 11.7% | -3.0%
COc1ccc(C(CCc2cc(OC)c(OC)c(OC)c2)NC(C)=O)cc1 (configuration not stated) | -8.5% | 1.0%
O=C(Cc1ccc(NC(=O)C2CCN(C(=O)C3CCCCC3)CC2)cc1)Nc1cccc(C(=O)N2CCCCC2)c1 | 6.0% | 11.4%
Cc1ccc(C(=O)Nc2ccccc2Oc2ccccc2)o1 | 10.4% | -11.2%
CCCCN(C(=O)c1cccc(N2C(=O)c3ccccc3C2=O)c1)c1c(N)n(CCCC)c(=O)[nH]c1=O | 8.4% | 14.0%
CCCCn1c(SCC(=O)Nc2sc3c(c2C(N)=O)CCC3)nnc1-c1ccccc1 | -32.9% | 3.8%
CCc1nc(C)cn1S(=O)(=O)c1ccc2c(c1)OCCO2 | -8.2% | 1.7%
CN1C[C@H](C(=O)NC2(C)OC3(O)[C@@H]4CCCN4C(=O)[C@H](Cc4ccccc4)N3C2=O)CC2c3cccc4[nH]cc(c34)C[C@H]21 (some centres not stated) | -10.6% | -17.6%
Cc1ccc(Nc2c(O)nc[nH]c2=O)cc1C | -12.1% | 4.2%

17 of these compounds, reformatted:
Below each SMILES – BRCA1 expr up	uPA generation
CCN(C(=O)COC(=O)CCS(=O)(=O)c1ccccc1)c1c(N)n(Cc2ccccc2)c(=O)[nH]c1=O
  -5.6%	2.0%
Cc1cc2c(NCC(C)O)ncnc2s1 (configuration not stated)
  -0.4%	7.3%
O=C(Nc1cc(Cl)ccc1Cl)P(=O)(O)c1ccccc1
  -23.9%	-0.8%
COc1ccc(C(C(=O)NC2CCCCC2)N(C(=O)c2ccco2)c2ccc(-n3cnnn3)c(C)c2)cc1 (configuration not stated)
  -35.5%	3.3%
CN(C(=O)c1cccc(NC(=O)Cc2ccc(NC(=O)C3CCCN(C(=O)C4CCCC4)C3)cc2)c1)C1CCC1 (configuration not stated)
  -3.7%	-8.8%
CC(=O)Nc1ccc(S(=O)(=O)NCCC(=O)OCC(=O)NC(C)c2ccc(Cl)cc2)cc1 (configuration not stated)
  5.0%	9.9%
COc1ccc([C@H]2/C=C\CN(C(=O)CC(C)(C)C)[C@@H](C)C(=O)N2Cc2ccc(F)cc2)cc1
  -24.0%	0.0%
COc1cccc2c1SCc1ccccc1C2CC(N)=O (configuration not stated)
  -19.2%	-4.3%
O=C(O)c1ccccc1C(=O)c1cccc2c(Br)cccc12
  -9.0%	-3.1%
COC(C[C@@H](O)C[C@@H](O)[C@H](C)OCc1ccccc1)OC
  -2.5%	9.2%
C/C(=N\N(c1ccccc1)c1ccccc1)c1ccc(N)cc1
  -11.1%	20.8%
COc1ccc(NS(=O)(=O)c2cc(C(=O)N(C)CCc3ccccn3)ccc2Cl)cc1
  11.7%	-3.0%
COc1ccc(C(CCc2cc(OC)c(OC)c(OC)c2)NC(C)=O)cc1 (configuration not stated)
  -8.5%	1.0%
O=C(Cc1ccc(NC(=O)C2CCN(C(=O)C3CCCCC3)CC2)cc1)Nc1cccc(C(=O)N2CCCCC2)c1
  6.0%	11.4%
Cc1ccc(C(=O)Nc2ccccc2Oc2ccccc2)o1
  10.4%	-11.2%
CCCCN(C(=O)c1cccc(N2C(=O)c3ccccc3C2=O)c1)c1c(N)n(CCCC)c(=O)[nH]c1=O
  8.4%	14.0%
CCCCn1c(SCC(=O)Nc2sc3c(c2C(N)=O)CCC3)nnc1-c1ccccc1
  -32.9%	3.8%

(next part)
SMILES | BRCA1 expr up | uPA generation
CCCCN1CC(=O)N2[C@@H]3c4cc(OC)ccc4OC[C@@H]3[C@H](C(=O)OCC)[C@]2(C)C1=O | 5.0% | 2.8%
COc1ccc(CCc2ccc3cc(OC)ccc3n2)cc1 | 41.4% | 2.6%
COc1cc(CN(C(C)=O)c2ccccc2C(=O)O)ccc1[N+](=O)[O-] | -6.5% | -0.5%
O=C(c1ccc2c(c1)C(=O)N(Cc1ccncc1)C2=O)N1CCN(S(=O)(=O)c2ccc(OC(F)(F)F)cc2)CC1 | -27.5% | 6.6%
O=C(NNC(=O)c1ccncc1)Nc1ccc(Cl)cc1 | 26.8% | 10.8%
O=C(O)C1(C(=O)O)CCCC1 | -2.2% | -1.6%
Cn1cnc2c(ncn2C2OC(CO)C(O)C2O)c1=S (configuration not stated) | -13.0% | 3.1%
Nc1ccc2ccccc2c1C(=O)c1ccccc1 | -29.1% | -0.4%
O=C(NCc1ccccn1)C1Nc2ccc(C(F)(F)F)cc2C2C=CCC12 (configuration not stated) | -20.9% | -11.3%
CCCNC(=O)c1c(CSc2ccc(Cl)cc2)noc1C(=O)NCc1ccccc1 | -63.7% | ?
COC(=O)C1=C(CCc2ccccc2)NC(=O)NC1c1ccc(Cl)cc1 (configuration not stated) | 16.2% | 9.5%
N/C(=N\OC(=O)CCCN1C(=O)c2ccccc2C1=O)c1ccc(Br)cc1 | -21.0% | 0.8%
Cc1cc(C(c2cc(C)c(N)c(C)c2)c2ccco2)cc(C)c1N | -14.3% | -0.5%
Cc1cccc(N2CCN(CC(O)COc3ccccc3)CC2)c1 (configuration not stated) | -2.4% | 3.5%
Nc1cc2[nH]c(=O)c3ccccc3c2cc1Br | -62.3% | 1.2%
CC(=O)C[C@H]1c2cc(C(F)(F)F)ccc2S(=O)(=O)N1c1ccc(N(C)C)cc1 | -32.9% | -4.8%
CCn1nc(Cc2cccc3ccccc23)c(C#N)c1N | 0.0% | 15.0%
CN(Cc1ccccc1)CC1C2CCC(C2)C1O (configuration not stated) | 0.1% | 3.5%
CC(C)CNC(=O)COC(=O)c1c2c(nc3ccccc13)/C(=C\c1cccs1)CC2 | -43.2% | -2.3%
Cc1ccc(Cn2c(CCNc3nc(-c4ccc(C)cc4)cs3)nc3cc(C(=O)NCCCO)ccc32)cc1 | 0.0% | -3.2%
O=C(NC1CC1)C1=C[C@H](c2coc3ccccc3c2=O)C[C@H](OCc2ccc(CO)cc2)O1 | -22.1% | 0.3%
CCOc1ccc(N2C(=O)CC(Sc3nc4ccc(OCC)cc4s3)C2=O)cc1 (configuration not stated) | -97.7%[inhibitor] | -4.2%
CN(C)c1cccc(F)c1C(=O)NC(=O)Nc1ccc(Cl)cc1 | -71.1% | -11.4%
COc1ccc(Cl)cc1CC=NNC(=O)c1cccc(C)c1O | -24.1% | -3.3%
COc1ccc(-c2cc(C(=O)Nc3ccccc3O)c3ccccc3n2)cc1 | -30.2% | -2.3%
CCOc1ccc(CCNC(=O)c2ccc(C)c(S(=O)(=O)N3CCOCC3)c2)cc1OCC | -41.6% | 1.0%
Cc1cccn2c(=O)c3cc(C#N)c(=NC(=O)c4ccccc4)n(Cc4ccco4)c3nc12 | -22.2%&25.0% | 4.1%&-0.5%
CC(C)[C@H](NC(=O)OCc1ccccc1)C(=O)OCC(=O)NCc1ccco1 | -4.0% | 2.2%
CCOC(=O)N(Cc1ccccc1)C1CC1 | 4.4% | 0.0%
COc1cccc(N2[C@@H](CC(C)=O)c3ccccc3S2(=O)=O)c1 | 0.0% | -8.2%
O=C(CNC(=O)OCc1ccccc1)NC(Cc1cnc[nH]1)C(=O)O (configuration not stated) | -16.9% | 4.3%
CN(C)C(=O)COC(=O)c1cccc(S(=O)(=O)Nc2ccc(OCc3ccccc3)cc2)c1 | -17.5% | -3.6%
COc1ccc(C2Nc3ccccc3C(=O)N2Cc2ccccc2)cc1OC (configuration not stated) | 1.0% | 2.7%
Cc1ccc(/C(O)=C2/C(=O)C(=O)N(CCCn3ccnc3)C2c2cccnc2)cc1 (configuration not stated) | -3.7% | 2.0%
Brc1ccc(-c2nnc(-c3cccnc3)o2)cc1 | 4.47µM* | 0.6%
O=C1c2ccccc2C(=O)N1c1ccccc1 | 9.8% | 6.4%
COc1ccccc1NC(=O)CSc1n[nH]c(-c2ccco2)n1 | 10.0% | 4.7%
CSc1nnc2c(=O)[nH]c(=O)n(C)c2n1 | -0.9% | 1.4%
CC(C)(c1ccc(O)c([N+](=O)[O-])c1)c1ccc(O)c([N+](=O)[O-])c1 | -2.0% | -2.1%
CC12CCC3c4ccc(OCC(=O)O)cc4CCC3C1CCC2=O (configuration not stated) | -13.4% | 0.7%
COc1ccc(C2=NOC(c3nnc(-c4ccccc4)o3)C2)cc1 (configuration not stated) | 10.9% | 21.2%
CCOC(=O)C(CCSC)Nc1nc(Cl)nc(Nc2ccc(Cl)cc2)n1 (configuration not stated) | -16.8% | 1.6%
COC(=O)[C@H](Cc1c[nH]c2ccccc12)NCc1cccc(B(O)O)c1 | 39.5% | 8.3%
COC(=O)[C@H](Cc1ccccc1)NS(=O)(=O)c1ccc(F)cc1Br | 13.9% | 7.4%
CCCC1(C)C(C#N)C(=O)NC(=O)C1C#N (configuration not stated) | 6.4% | 7.7%
C#CC1(O)CCCC2C3CCC4CC(OC(C)=O)CCC4(C)C3C(=O)CC21C (configuration not stated) | -60.1% | -2.1%
COc1cccc(CN(C)C(=O)COc2cccc3c2OC(C)(C)C3)c1OC | -5.9% | 7.6%
O=C(Nc1ccccc1Cl)c1c(F)c(F)c(F)c(F)c1F | -10.8% | -6.1%
Cc1ccc(-n2c(C)cc(C=C3C(=O)N(C)C(=O)N(C)C3=O)c2C)cc1 | -4.4% | 4.3%
O=C(c1ccc(NS(=O)(=O)c2cccc3cccnc23)cc1)N1CCOCC1 | 4.9% | -4.5%
O=C(O)C1C2C=CC(O2)C1C(=O)Nc1ccccn1 (configuration not stated) | -4.1% | -8.2%
Cc1ccc(S(=O)(=O)N2CCC[C@H]2C(=O)NC2=NCCS2)cc1 | -9.0% | 2.7%
CSc1ccccc1NC(=O)C(C)N(C)CC(=O)N1CCN(Cc2ccccc2)CC1 (configuration not stated) | -1.8% | -1.6%
O=C(C(=Cc1ccc(F)cc1)c1ccccc1)c1ccc(O)cc1 | -32.9% | 6.6%
Clc1cccc(Cl)c1C[n+]1cccc2ccccc21 | -36.4% | -1.3%
COc1ccc(C=CC(=O)c2ccc([N+](=O)[O-])cc2)cc1 | -8.2% | 1.6%
COC(=O)C1C(OC)=CC(=O)C2CCCCC21 (configuration not stated) | 16.0% | -5.0%
CCN(CC(=O)Nc1ccccc1OC)C(=O)COc1ccc(C#N)cc1 | -8.0% | -12.4%
O=C1NC(=O)C(=Cc2ccccc2[N+](=O)[O-])S1 | -74.8% | -8.4%
O=C(NCCOC(=O)Nc1cccc2ccccc12)OCc1ccccc1 | -16.5% | 4.3%

Reprinted from the part before: two compounds, followed by the next part.
SMILES | BRCA1 expr up | uPA generation
O=C1NC(=O)C(=Cc2ccccc2[N+](=O)[O-])S1 | -74.8% | -8.4%
O=C(NCCOC(=O)Nc1cccc2ccccc12)OCc1ccccc1 | -16.5% | 4.3%
CCOC(=O)C=C(OC(=O)c1ccc(OC)cc1)c1ccccc1 | -11.5% | -3.6%
COCCN(C(=O)CSc1nc2ccccc2s1)c1c(N)n(Cc2ccccc2)c(=O)[nH]c1=O | -20.9% | -1.9%
O=C1C(=NO)CCc2ccccc21 | -88.9% | -13.1%
CC(=O)c1ccc(CCCc2ccc(C(C)=O)cc2)cc1 | ? | 3.2%
CC(=O)Nc1ccc(/C(C)=N/NC(=O)c2ccc(COc3ccccc3Cl)o2)cc1 | -8.9% | 0.9%
c1ccc(C2NCCNC2c2ccccc2)cc1 (configuration not stated) | -13.0% | 1.6%
Cc1cccc(N2CCN(C(=O)Cn3nc(Cc4ccncc4)c4ccccc4c3=O)CC2)c1C | -9.7% | -4.8%
CC1(N=Cc2cc(Cl)ccc2O)COP(=O)(Nc2ccccc2)OC1 (configuration not stated) | -4.2% | 2.6%
Clc1ccc(C=NNc2ccccn2)c(Cl)c1 | -56.8% | 13.7%
COc1ccccc1NS(=O)(=O)c1cc(NC(=O)c2ccc(NC(C)=O)cc2)ccc1N1CCOCC1 | -57.0% | -0.4%

Bioassay records deposited in PubChem BioAssay by National Center for Advancing Translational Sciences (NCATS).
